GSIS activator = GLuc luminescence reporter in INS-1E cells, primary screen for activators of glucose-dependent secretion of insulin. INS-1E GLuc reporter insulin secretion, 2-3 h. activation, % at 16.6 µM. hit rate 0.61% among 370,000. AID 743287;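 active means lowest replicate activation of at least 40%, so every replicate reaches that level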;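 further: 0% = median of neutral control wells and 100% = median of IBMX positive control wells; some compounds called inactive have numbers as strong as hits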
PGC1a acetyl inh = lowers PGC1a acetylation signal in U2OS cells; inhibition, % at 15.6 µM; AlphaScreen anti-acetyl-lysine; with virally co-expressed GCN5 acetyltransferase; hit rate 0.17% among 350,000;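 active means every replicate shows inhibition of at least 40%; inconclusive means mean inhibition at least 40% but some replicate below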;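 further: 0% = neutral control wells and 100% = positive control wells; some results beyond the cut were filed as inactive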
Statin myotox sup = protects C2C12 myotubes from simvastatin toxicity. AID 602340. rescue of ATP level, % at 7.49 µM. ATP luminescence, 48 h; scaled: DMSO 0, geranylgeraniol control 100. hit rate 0.78% among 330,000;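 active means mean ATP rescue above about 67%, or every replicate alone reaching that limit, limit read from the data, passing the limit was not always enough; inconclusive means no clear call, values can overlap the other calls; inactive means mean under the limit and some replicate under it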;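 further: myotubes were challenged with 10 µM simvastatin during compound exposure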
FN deposit inh = fibronectin deposition inhibition. AH1F fibroblasts, Alexa488-fibronectin deposition fluorescence, overnight. inhibition, % at 12.6 µM. hit rate 0.086% among 350,000;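 active means mean inhibition across replicates of 30% or more, regardless of how many single replicates reach that level; inconclusive means mean under 30% yet at least half of replicates reach 30%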;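 further: positive control wells lacked labelled fibronectin entirely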
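Material: AH1F fibroblast monolayer depositing Alexa488-labelled fibronectin into matrix / Amount: 10000 AH1F cells per well / Signal: fluorescence 485/525 nm / Medium: DMEM, 2% serum / Compound: single dose, pinned / Incubation: 1 h cell adhesion before compound, then overnight fibronectin incubation / Reagent: Alexa488-FN, 24 nM final / Read-out: inhibition of fibronectin deposition signal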
miR-122 sensor = miR-122 inhibition in Huh7 cells; Huh7 miR-122 Renilla luciferase sensor, 48 h; neutral wells = 0, positive control = 100; activation (reporter increase), % at 12.5 µM; hit rate 0.3% among 340,000; AID 602342;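 active means mean replicate activation score at least 90 and every replicate individually at or above 90; inconclusive means only one of the two criteria met; inactive means neither criterion met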;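 further: higher luciferase means less miR-122 activity so hits act as miR-122 inhibitors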
Cneo AK release = Cryptococcus neoformans lysis via adenylate kinase release; lysis activity, % at 15 µM; hit rate 0.2% among 360,000; AID 651654; C. neoformans lysis, adenylate kinase release luminescence, 4 h; normalised: neutral wells 0, clomiphene wells 100;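 active means mean lysis activity across replicates of at least 80%, whatever share of replicates individually reach that level; inactive means mean lysis activity below 80%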
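Signal: Adenylate kinase release luminescence | Assay system: Log-phase Cryptococcus neoformans yeast cells | Input: Cells at 5 × 10^6 per mL | Buffer or medium: Fresh YPD growth medium | Compound: Single dose | Schedule: Static 4 h at 37 °C with compound, 1 h detection | Controls: Clomiphene | Read-out: Luminescence rise reflecting yeast cell lysis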
CFTR F508del cor = CFTR F508del correction in bronchial cells. CFBE cells, YFP halide quenching; stimulated with forskolin plus potentiator P3; % fluorescence drop versus neutral controls. activity (quench increase), % at 7.58 µM. hit rate 0.36% among 350,000;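 active means mean added fluorescence quench of at least 8% versus neutral control, with both replicates also reaching 8%; inconclusive means only one of the mean or replicate conditions met; inactive means mean below 8% and not both replicates reaching 8%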;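 further: cells transiently co-express mutant CFTR-F508del with the halide-sensitive YFP; corrector assay measuring rescue of mutant channel to the surface after 24 h compound exposure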
PglD inh = PglD (C. jejuni) enzyme inhibition; hit rate 0.098% among 360,000; purified PglD enzyme, DTNB colorimetric CoA detection; AID 602405; inhibition, % at 12.5 µM; in the data active means inhibition above about 16%, passing the limit was not always enough; inconclusive means no clear call, values can overlap the other calls; further: strong numbers were not always called active
An asterisk follows results filed as active; & = joins results of further samples; [ ] = another dose, or the depositor's remark. Compounds were not picked by outcome. Share with any hit: about 2.1%.

What do the screens show for `CNC[C@@H]1Oc2c(NC(=O)c3ccc(-c4nccs4)cc3)cccc2C(=O)N([C@@H](C)CO)C[C@@H]1C`?
GSIS activator: -0.6; PGC1a acetyl inh: 8.8; Statin myotox sup: 44.6; FN deposit inh: 7.6; miR-122 sensor: 1.6[16.7 µM]; Cneo AK release: -3.1; CFTR F508del cor: 0.8; PglD inh: -2.8

What do the screens show for `Cc1ccc(CNC(=O)CCS(=O)(=O)c2ccc3c(c2)CC(C)N3C(=O)C2CC2)cc1` (stereo unspecified)?
GSIS activator: -3.4; PGC1a acetyl inh: 0.1; Statin myotox sup: -11.6; FN deposit inh: -6.7; miR-122 sensor: -8.7; Cneo AK release: -0.1; CFTR F508del cor: 2.7; PglD inh: 1.3

What do the screens show for `Cc1cc2sc3ccc(C#CC4(O)CCCCC4)cc3c(=O)c2cc1C`?
PGC1a acetyl inh: -1.4; Statin myotox sup: 2.6; FN deposit inh: 0.2; miR-122 sensor: -3.7; Cneo AK release: -2.7; CFTR F508del cor: -3.2; PglD inh: 2.5

How did NS(=O)(=O)c1ccc(NCc2cnc3ccccc3n2)cc1 do in these assays?
PGC1a acetyl inh: 2.6; Statin myotox sup: -1.7; FN deposit inh: 1.5; Cneo AK release: 2.9; CFTR F508del cor: 1.9; PglD inh: -2.3

What do the screens show for `CNC[C@H]1Oc2ccc(NC(=O)CCC(F)(F)F)cc2CC(=O)N([C@H](C)CO)C[C@@H]1C`?
GSIS activator: 2.4; PGC1a acetyl inh: 2.1; Statin myotox sup: 6.4; FN deposit inh: -1.2; miR-122 sensor: -1.2[16.7 µM]; Cneo AK release: 39.4; CFTR F508del cor: -0.6; PglD inh: 0.8

What do the screens show for `CCOc1cc(NC(=S)NC)c(OCC)cc1NC(=O)c1cccs1`?
GSIS activator: -13.1; PGC1a acetyl inh: -8.0; Statin myotox sup: 9.2; FN deposit inh: -5.9; miR-122 sensor: 3.7; Cneo AK release: -2.3; CFTR F508del cor: 0.1; PglD inh: -1.2

What do the screens show for `CCCC#Cc1cnc2c(c1)C(=O)N([C@@H](C)CO)C[C@H](C)[C@@H](CN(C)C(=O)c1ccccc1)O2`?
GSIS activator: -6.8; PGC1a acetyl inh: -5.1; Statin myotox sup: -34.8; FN deposit inh: -6.8; miR-122 sensor: 10.8[16.7 µM]; Cneo AK release: -0.3; CFTR F508del cor: -0.9; PglD inh: -3.7

How did O=C(COC(=O)/C=C/c1ccc([N+](=O)[O-])cc1)Nc1ccc(F)cc1 do in these assays?
GSIS activator: 1.4; PGC1a acetyl inh: 7.7; Statin myotox sup: -0.6; miR-122 sensor: -9.5; Cneo AK release: -0.3; CFTR F508del cor: 3.0; PglD inh: -3.8

What do the screens show for `COc1cccc(OCCNCc2ccccc2)c1`?
GSIS activator: 3.3; PGC1a acetyl inh: -12.3; Statin myotox sup: 2.6; FN deposit inh: -7.5; miR-122 sensor: -2.9; Cneo AK release: -8.6; CFTR F508del cor: -2.9; PglD inh: 2.4

Results for Cc1cccn2c(=O)c3cc(C#N)c(=O)n(Cc4cccnc4)c3nc12 ?
PGC1a acetyl inh: -0.4; Statin myotox sup: -5.1; FN deposit inh: 5.9; miR-122 sensor: -12.0; Cneo AK release: 2.9; PglD inh: 0.7

What do the screens show for `COc1cc(CCC(=O)NC2(C)CCS(=O)(=O)C2)cc(OC)c1OC` (stereo unspecified)?
GSIS activator: 6.7; PGC1a acetyl inh: 6.0; Statin myotox sup: -1.9; FN deposit inh: -6.7; miR-122 sensor: -3.3; Cneo AK release: 0.3; CFTR F508del cor: 0.6; PglD inh: -5.5

What do the screens show for `CC(C)c1c(C(=O)N/N=C/c2ccc(-c3ccccc3)cc2)nnn1-c1nonc1N`?
GSIS activator: 32.4; PGC1a acetyl inh: 7.0; Statin myotox sup: 20.4; FN deposit inh: -6.9; miR-122 sensor: -2.3; Cneo AK release: -2.6; CFTR F508del cor: 2.3; PglD inh: -4.9

Results for Cc1oc(-c2ccccc2F)nc1CS(=O)CC(=O)NC1CCCCC1 (stereo unspecified) ?
GSIS activator: -19.0; PGC1a acetyl inh: 7.9; Statin myotox sup: 3.7; FN deposit inh: -4.9; miR-122 sensor: 31.5; Cneo AK release: 1.5; CFTR F508del cor: -3.3; PglD inh: -5.3

What do the screens show for `Cc1nc(-c2cccc3ccccc23)ccc1C(=O)O`?
GSIS activator: 10.9; FN deposit inh: -2.0; Cneo AK release: -1.8; PglD inh: 2.7

What do the screens show for `Cc1cc2oc3c(c(=O)c2cc1C)C(c1cccc(Br)c1)N(Cc1ccco1)C3=O` (stereo unspecified)?
PGC1a acetyl inh: -11.0; Statin myotox sup: -78.2; miR-122 sensor: -4.3; Cneo AK release: -0.3; PglD inh: -4.9

How did COc1ccc(-c2cn(CC[C@@H]3CC[C@H](NC(=O)NC(C)C)[C@@H](CO)O3)nn2)cc1 do in these assays?
GSIS activator: 8.2; PGC1a acetyl inh: -8.7; Statin myotox sup: -0.4; FN deposit inh: 1.1; Cneo AK release: 1.9; CFTR F508del cor: 0.7; PglD inh: 2.1

How did O=C(C1=NN[C@@H]2C(=O)N(c3ccccc3C(F)(F)F)C(=O)[C@H]12)c1ccc2ccccc2n1 do in these assays?
GSIS activator: 10.4; PGC1a acetyl inh: 4.8; FN deposit inh: 0.2; miR-122 sensor: 0.7; Cneo AK release: -5.1; PglD inh: 6.4

Results for C/C=C/c1ccc([C@H]2[C@@H](CO)N(Cc3ccccn3)[C@@H]2CNC(C)=O)cc1 ?
GSIS activator: -2.3; PGC1a acetyl inh: 5.5; Statin myotox sup: -4.2; FN deposit inh: -6.9; miR-122 sensor: 29.8[16.7 µM]; Cneo AK release: 56.2; CFTR F508del cor: 1.1; PglD inh: -1.0

What do the screens show for `O=C(Nc1ccc(N2CCOCC2)cc1)c1cccc(S(=O)(=O)N2CCC(Cc3ccccc3)CC2)c1`?
PGC1a acetyl inh: -9.0; Statin myotox sup: 5.5; miR-122 sensor: -10.5; Cneo AK release: -0.9; PglD inh: -8.3

How did COc1ccc(NC(=O)C2CCC2)cc1S(=O)(=O)N1CCOCC1 do in these assays?
Statin myotox sup: 4.8; FN deposit inh: -1.3; Cneo AK release: -2.1; CFTR F508del cor: -4.1; PglD inh: -1.0

How did Cn1c(-c2ccccc2)cnc1NCc1cc2c(cc1[N+](=O)[O-])OCO2 do in these assays?
GSIS activator: -3.2; FN deposit inh: 1.1; miR-122 sensor: 9.5; Cneo AK release: -0.8; CFTR F508del cor: -0.5; PglD inh: -5.8

How did Cc1cccc(NS(=O)(=O)c2cccs2)n1 do in these assays?
GSIS activator: 25.4; PGC1a acetyl inh: 6.2; Statin myotox sup: -10.7; miR-122 sensor: 8.3; Cneo AK release: 0.2; CFTR F508del cor: 1.3; PglD inh: -4.4

Results for C[C@H](CO)N1C[C@H](C)[C@H](CN(C)C(=O)Nc2ccc3c(c2)OCO3)OCc2ccccc2-c2c(n(C)c3ccccc23)C1=O ?
GSIS activator: 1.5; PGC1a acetyl inh: -2.8; Statin myotox sup: 21.8; FN deposit inh: -11.5; Cneo AK release: 0.6; CFTR F508del cor: 1.2; PglD inh: 1.1

How did C=CCn1c(SCCOc2ccc(OC)cc2)nnc1C(C)NC(=O)Cc1ccc(OC)cc1 (stereo unspecified) do in these assays?
GSIS activator: -2.1; PGC1a acetyl inh: 0.8; Statin myotox sup: 5.7; FN deposit inh: -4.5; Cneo AK release: 4.8; PglD inh: 2.5

Results for C[C@H](CO)N1C[C@H](C)[C@@H](CN(C)CC2CCCCC2)Oc2c(NS(=O)(=O)c3ccc(F)cc3)cccc2C1=O ?
GSIS activator: 5.1&-7.2; PGC1a acetyl inh: -10.5&1.6; Statin myotox sup: -1.2&17.4; FN deposit inh: -7.4; miR-122 sensor: 3.3[16.7 µM]; Cneo AK release: 3.6&-0.5; CFTR F508del cor: -1.2&-1.5; PglD inh: 2.7&0.1

What do the screens show for `O=C(CSc1ccccc1Cl)c1ccco1`?
PGC1a acetyl inh: 10.1; Statin myotox sup: -9.6; miR-122 sensor: 1.6; Cneo AK release: 3.7; PglD inh: 1.4

How did CCOC(=O)c1ccc(CSc2nnc(N)s2)cc1 do in these assays?
PGC1a acetyl inh: 8.7; Statin myotox sup: -2.0; miR-122 sensor: -1.7; Cneo AK release: 5.1; PglD inh: -1.6

What do the screens show for `Cc1[nH]c2ccccc2c1/C=C(/C#N)C(=O)NC(C)C`?
GSIS activator: 8.4; PGC1a acetyl inh: 9.9; Statin myotox sup: -4.5; FN deposit inh: 10.3; miR-122 sensor: -3.4; Cneo AK release: -1.8; CFTR F508del cor: 4.8; PglD inh: -6.5

Results for Cc1ccc(S(=O)(=O)N2CC[C@@H]3[C@H]2c2cc(-c4ccccc4F)ccc2N[C@@H]3CO)cc1 ?
GSIS activator: -1.4; PGC1a acetyl inh: 1.5; Statin myotox sup: 30.0; FN deposit inh: -1.8; miR-122 sensor: 17.5[16.7 µM]; Cneo AK release: 104.3*; CFTR F508del cor: -0.2; PglD inh: 1.0

Results for CC(=O)Nc1sc2c(c1C(c1ccccn1)N1CCCC1)CCCC2 (stereo unspecified) ?
GSIS activator: 5.6; PGC1a acetyl inh: 4.4; Statin myotox sup: 8.6; FN deposit inh: -5.9; miR-122 sensor: -3.5; Cneo AK release: 0.0; CFTR F508del cor: 0.2; PglD inh: 2.7

How did CCOc1ccc(N2C(=O)S/C(=C\c3ccc(O)c(OCC)c3)C2=O)cc1 do in these assays?
GSIS activator: -4.4; PGC1a acetyl inh: -1.0; FN deposit inh: -13.1; CFTR F508del cor: 1.2

Results for O=C(NC1=NCCS1)c1cc(-c2cccs2)nc2ccccc12 ?
GSIS activator: 8.1; PGC1a acetyl inh: 6.0; FN deposit inh: -8.7; CFTR F508del cor: 5.4

What do the screens show for `COc1ccccc1N1CCN(C2CCCN(C(=O)CCc3ccccn3)C2)CC1` (stereo unspecified)?
GSIS activator: 12.3; FN deposit inh: -0.5; miR-122 sensor: -2.0; Cneo AK release: -0.3; CFTR F508del cor: -2.4; PglD inh: -0.6

Results for O=C(O)c1cnn2c1NC(c1cccs1)CC2C(F)(F)F (stereo unspecified) ?
PGC1a acetyl inh: 10.9; Statin myotox sup: -14.9; miR-122 sensor: -2.2; Cneo AK release: 1.9; PglD inh: -3.2

What do the screens show for `O=C(NCc1ccc(Cl)cc1)C1CCC(CNc2c(N3CCCC3)c(=O)c2=O)CC1` (stereo unspecified)?
GSIS activator: -11.8; PGC1a acetyl inh: inconclusive; FN deposit inh: 0.9; miR-122 sensor: -0.2; Cneo AK release: 1.6; CFTR F508del cor: -2.4; PglD inh: 0.2

What do the screens show for `CC(C)N1CCN(Cc2cnc(-c3ccccc3)s2)CC1CCO` (stereo unspecified)?
GSIS activator: 14.1; PGC1a acetyl inh: 8.0; Statin myotox sup: -7.4; FN deposit inh: 1.0; miR-122 sensor: 28.1; Cneo AK release: 4.4; CFTR F508del cor: 1.5; PglD inh: -4.4
